Screening data (PubChem)
PDI turbidity: PDI (human) enzyme inhibition. 350,000 compounds, 0.052% hits. inhibition, % at 10 µM. PDI insulin aggregation turbidity, A650, 90 min. P07237;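 active = mean inhibition across replicates of 30% or more, whatever share of single replicates reach that level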;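 also: absorbance from insulin aggregation driven by PDI reduction with DTT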
Target sequence (P07237 whole entry, looked up): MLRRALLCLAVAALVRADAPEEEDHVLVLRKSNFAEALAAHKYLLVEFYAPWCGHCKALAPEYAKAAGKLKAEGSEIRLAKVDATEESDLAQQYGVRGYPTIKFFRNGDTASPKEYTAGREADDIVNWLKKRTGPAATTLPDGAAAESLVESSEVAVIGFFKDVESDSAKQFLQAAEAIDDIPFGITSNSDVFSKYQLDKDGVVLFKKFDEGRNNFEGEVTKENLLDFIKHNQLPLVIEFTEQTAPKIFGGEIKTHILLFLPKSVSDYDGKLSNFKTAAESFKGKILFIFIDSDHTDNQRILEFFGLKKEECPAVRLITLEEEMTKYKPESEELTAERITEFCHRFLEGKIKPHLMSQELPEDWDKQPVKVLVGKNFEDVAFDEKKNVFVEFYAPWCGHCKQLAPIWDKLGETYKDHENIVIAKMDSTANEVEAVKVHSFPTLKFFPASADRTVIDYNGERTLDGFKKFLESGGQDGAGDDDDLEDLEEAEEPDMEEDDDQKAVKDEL
H9c2 protect: protects H9c2 cardiomyocytes from peroxide injury; protection from H2O2 cell death, % at 20 µM; 360,000 compounds, 0.63% hits; H2O2 injury protection, ATPLite, 2 h; AID 588492;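 active = compounds giving at least 50% protection of heart cells from peroxide-induced death in the single-dose screen, raw or plate-pattern-corrected value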;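 also: 0% = DMSO wells with peroxide and 100% = DMSO wells without peroxide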
ABCB6 inh 2: blocks the human ABCB6 transporter | Q9NP58 | fluorescence ratio to DMSO, % at 10 µM | 360,000 compounds, 0.19% hits | AID 602162 | K562-ABCB6 porphyrin accumulation, flow cytometry, 1 h; hits give low values;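 active = fluorescence ratio to DMSO below 75%, the collection mean minus 3 SD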;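 also: signal is porphyrin accumulated inside mitochondria; 100% equals median channel fluorescence of DMSO control wells; lower ratio means ABCB6 inhibition with less porphyrin fluorescence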
N-glyco inh: blocks N-linked glycosylation in D54 reporter cells. D54 ERlucT glycosylation luciferase reporter, 24 h; percent of 100 nM tunicamycin response. reporter increase, % at 12.5 µM. 360,000 compounds, 0.23% hits;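 active = mean luciferase reporter signal, scaled so untreated is 0 and the glycosylation-blocking control 100, at or above a set limit in every replicate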;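 also: luciferase carries N-glycosylation sites so blocking glycosylation raises the light; 0% = median of neutral control wells and 100% = median of 100 nM tunicamycin wells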
iPSC survival up: increases survival of single human iPS cells. hiPSC single-cell survival, ATPlite luminescence; 100% = ROCK inhibitor wells, 0% = DMSO. 360,000 compounds, 0.044% hits. survival enhancement, % at 20 µM; in the data active = survival enhancement above about 18%;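 also: cells exposed to compounds for 16 hours before the ATP read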
HTR2A ag: mouse HTR2A agonism via beta-arrestin recruitment; P35363; CHO-K1 mHTR2A beta-arrestin complementation, luminescence; percent of 30 µM serotonin response; activation, % at 7.6 µM; 360,000 compounds, 0.66% hits;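 active = activation above a run cutoff, the mean activation of all tested compounds plus 3 SD, cut at about 14% in these data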;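 also: 0% = plate median of compound wells and 100% = 30 µM serotonin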
Target sequence (P35363 whole entry, looked up): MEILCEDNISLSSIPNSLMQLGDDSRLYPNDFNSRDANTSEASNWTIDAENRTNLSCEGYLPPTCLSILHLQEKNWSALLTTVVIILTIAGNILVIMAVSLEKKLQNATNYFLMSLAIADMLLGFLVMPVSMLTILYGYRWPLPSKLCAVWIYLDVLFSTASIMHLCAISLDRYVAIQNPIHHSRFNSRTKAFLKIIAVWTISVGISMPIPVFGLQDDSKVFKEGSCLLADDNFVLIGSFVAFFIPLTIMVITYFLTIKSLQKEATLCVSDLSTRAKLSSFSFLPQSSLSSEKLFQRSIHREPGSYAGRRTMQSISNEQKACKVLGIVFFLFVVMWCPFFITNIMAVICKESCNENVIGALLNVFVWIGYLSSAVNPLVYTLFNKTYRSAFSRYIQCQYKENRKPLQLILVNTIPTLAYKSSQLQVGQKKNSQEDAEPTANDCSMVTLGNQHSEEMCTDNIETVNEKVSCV
CaV13 FRET inh: Primary screen for inhibitors of IQ motif and Ca2+-dependent inactivation inhibitor domain binding in CACNA1D, Förster resonance energy transfer in living cells, …; HEK cells, CFP/YFP FRET ICDI-IQ, plate reader, 10 min; percent FRET-ratio fall versus neutral wells; inhibition, % at 12.3 µM; 340,000 compounds, 0.098% hits;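 active = mean replicate inhibition of at least 30% and at least 1% of replicates passing that level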;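 also: 0% = median of the neutral control wells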
aDG glyco up: alpha-DG glycosylation activation | Pro5-aDG cells, alpha-DG glycosylation AlphaScreen (IIH6); 0% Pro5, 100% B10-LARGE cell signal | activation, % at 10 µM | 360,000 compounds, 0.22% hits;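 active = activation of at least 8% versus controls, or a plate z-score of at least 8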;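 also: Pro5 are CHO cells carrying HIG-tagged alpha-DG that lacks glycosylation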
Vif imaging: blocks HIV Vif function | HEK293T cells, Vif self-association by quenched fluorescence, imaging, 24 h | inhibition, % at 7.49 µM | 340,000 compounds, 0.35% hits | AID 602346; in the data active = inhibition above about 50%, passing the limit was not always enough; also: some results filed as inactive read as strong as hits
Exocytosis inh: blocks lytic granule exocytosis | inhibition, % at 10 µM | 360,000 compounds, 0.66% hits | TALL-104 LAMP-1 surface exposure, flow cytometry; cells stimulated with thapsigargin and PMA;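 active = inhibition above about 55%, limit read from the data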
* = called active by the depositor; · = not tested or not shown. Outcome played no part in choosing rows (roughly 3.1% active in at least one column).

SMILES | PDI turbidity | H9c2 protect | ABCB6 inh 2 | N-glyco inh | iPSC survival up | HTR2A ag | CaV13 FRET inh | aDG glyco up | Vif imaging | Exocytosis inh
COc1cc(/C=C/C(=O)O)cc(S(=O)(=O)NCC2CCCO2)c1OC (centres undefined) | 12 | 1 | 98 | -1 | -0.3 | 0 | -15 | -0.2 | 1 | 2
CCN(CC)CCN(C(=O)c1ccc(S(=O)(=O)N2CCCCC2)cc1)c1nc2cc3c(cc2s1)OCO3 | -5 | 4 | 101 | -1 | 3.0 | -4 | · | -0.2 | 0 | 2
CC(=O)c1nn(-c2cccc(Cl)c2)cc1C(=O)c1ccco1 | 4 | 1 | 99 | 1 | -1.6 | 5 | -2 | 0.1 | -8 | -2
Cc1ccccc1CN(c1ccc(C(=O)N2CCN(C)CC2)cc1)S(C)(=O)=O | 3 | -2 | 99 | -1 | -0.7 | 4 | -1 | -0.2 | -9 | 3
Cn1cccc1Cc1nnc(SCC(=O)NCc2ccco2)n1-c1ccc(F)cc1 | 0 | 1 | 102 | 0 | 0.1 | 4 | -9 | 0.0 | 17 | -2
CCOC(=O)CNC(=O)CSc1nnc(-c2ccccc2OC)n1CC | -14 | 16 | 101 | 0 | -2.6 | 1 | 0 | 0.1 | 1 | 0
S=C(NCc1ccccn1)Nc1ccc(Cl)c(Cl)c1 | -1 | -4 | 96 | -2 | 1.8 | -6 | · | 0.5 | · | -7
CCCCCOC(=O)C1[C@H]2C(=O)N(c3ccccc3CC)C[C@]23C=C[C@H]1O3 (some centres undefined) | 11 | -4 | 111 | 1 | -3.9 | 7 | -5 | -0.1 | 4 | -4
COc1ccc(-n2c(C)nnc2SCC(=O)N2C(C)CCCC2C)cc1 (centres undefined) | 3 | 0 | 101 | 0 | 1.4 | 0 | -9 | 0.4 | 3 | -5
O=c1[nH]c(CSc2nnc(-c3cccnc3)n2C2CCCCC2)nc2ccccc12 | 9 | 89* | 96 | -1 | -1.3 | 5 | -5 | -0.3 | 8 | -2
CCCn1nnc(NC(=O)/C=C/c2ccccc2)n1 | -2 | -2 | 95 | 0 | -0.3 | -3 | 2 | -0.1 | -7 | 0
Cc1ccc2cc3cc(C(=O)N(CC(=O)NC4CCCC4)c4cccc(C)c4C)sc3nc2c1 | -4 | 28 | 104 | -7 | -1.0 | -2 | -7 | 0.1 | -15 | 1
COc1cccc(C(=O)Nc2cccc3c2ccc2cccn23)c1 | -2 | 4 | 104 | -9 | -0.3 | -1 | 2 | 0.1 | -4 | -5
COc1cc(C)ccc1OCCCON1C(=O)CCC1=O | 3 | 2 | 85 | 0 | 1.4 | 3 | -8 | 0.0 | 1 | -1
CCOC(=O)c1c(NC(=O)Cc2cccs2)sc2c1CCCC2 | 0 | -1 | 94 | -8 | 4.9 | 2 | · | 0.1 | · | 7
O=C(O)c1cccc(NC(=O)c2ccc3c(c2)C(=O)N(CC2CCCO2)C3=O)c1 (centres undefined) | 14 | -6 | 106 | 0 | 3.8 | 3 | -4 | 0.0 | 10 | -5
NC(=O)C(CC(=O)O)NC(=O)[C@@H]1CCCNc2c(I)cc([N+](=O)[O-])cc2C(=O)N[C@@H](CO)C(=O)N[C@@H](Cc2ccc(O)cc2)C(=O)N1 (some centres undefined) | 5 | 12 | 97 | 1 | -0.2 | 3 | · | 0.0 | 7 | -6
CCCOC(=O)c1cccc(NC(=O)C(C)(C)C)c1 | 17 | 2 | 85 | -1 | 2.0 | -2 | -5 | 0.0 | 1 | -1
CC1=NN(C(C#N)c2cccc([N+](=O)[O-])c2)C(C)(C)C1 (centres undefined) | -1 | 2 | 100 | 1 | -0.3 | -3 | -5 | -0.3 | 12 | -6
CC(=NNC(=O)c1ccncc1)c1ccccc1Cl | -25 | 2 | 97 | 1 | -0.7 | -3 | -4 | -0.1 | 3 | 1
CCC(C)NC(=O)Cn1cccc1C(=O)c1ccccc1 (centres undefined) | 0 | 1 | 97 | 0 | 4.9 | 3 | · | -0.2 | 3 | -2
CCOC(=O)C1CCCN(C(=O)c2cccc(OC(F)(F)F)c2)CC1 (centres undefined) | 0 | -2 | 96 | -2 | 5.9 | 0 | -5 | -0.2 | -7 | -4
COc1cccc(-c2oc3c(c2C#CC2(N)CCCCC2)C(O)CCC3)c1 (centres undefined) | · | · | 93 | · | -0.5 | 0 | -10 | 0.0 | · | 14
CCCCC(=O)NCCc1cc2c(C)ccc(C)c2[nH]c1=O | -6 | 0 | 101 | 7 | -0.4 | 0 | -6 | 0.0 | 1 | -4
O=[N+]([O-])c1ccc(OCCN2CCCCCC2)cc1 | 12 | 5 | 95 | 2 | 0.9 | -3 | 9 | 0.0 | 6 | 0

Next section (two carried over from the part before).
SMILES | PDI turbidity | H9c2 protect | ABCB6 inh 2 | N-glyco inh | iPSC survival up | HTR2A ag | CaV13 FRET inh | aDG glyco up | Vif imaging | Exocytosis inh
CCCCC(=O)NCCc1cc2c(C)ccc(C)c2[nH]c1=O | -6 | 0 | 101 | 7 | -0.4 | 0 | -6 | 0.0 | 1 | -4
O=[N+]([O-])c1ccc(OCCN2CCCCCC2)cc1 | 12 | 5 | 95 | 2 | 0.9 | -3 | 9 | 0.0 | 6 | 0
Cc1ccc(S(=O)(=O)N2CCN(CC(=O)N3CCCC3)CC2)c(C)c1 | -10 | 2 | 100 | 2 | -1.0 | -10 | -20 | -0.3 | -3 | -2
CC1(c2cc(C(F)(F)F)n3nc(C(=O)O)cc3n2)CC1 | -6 | 2 | 103 | 0 | 0.4 | 6 | · | -0.2 | -6 | 0
O=C(Cn1cnc2scc(-c3ccc(F)cc3)c2c1=O)NCC(c1ccco1)N1CCCC1 (centres undefined) | 1 | 12 | 100 | -3 | -0.3 | 0 | -6 | 0.5 | -1 | 3
COc1ccc2cc3cc(C(=O)N4CCN(c5ccccc5)CC4)oc3nc2c1 | 2 | -4 | 96 | 2 | 0.5 | -5 | -4 | 0.0 | 3 | 0
COc1cc(C(=O)N2CCN(S(=O)(=O)c3ccc(F)cc3)CC2)cc(OC)c1OC | 1 | -2 | 95 | 0 | -2.2 | -3 | -6 | 0.0 | -15 | 7
CCOC(=O)N1CCN(C(=O)CSc2ccc3nnc(-c4cccnc4)n3n2)CC1 | 1 | 21 | 103 | 1 | -0.4 | 1 | -2 | 1.0 | 0 | 87*
COc1ccc(S(=O)(=O)N2CCN(C3CC4CCC3C4)CC2)cc1 (centres undefined) | 3 | -5 | 102 | 1 | 0.4 | -1 | -2 | -0.1 | -1 | 19
O=C(NNC1CC(=O)N(c2ccc(Br)cc2)C1=O)c1cccs1 (centres undefined) | -2 | 2 | 100 | 0 | 0.2 | 10 | -5 | -0.1 | 0 | -6
CCOC(=O)C1CCN(C(=O)Cn2cc(C(=O)C3CC3)c3ccccc32)CC1 | -6 | 2 | 100 | 2 | -2.4 | 4 | -5 | 1.7 | -4 | 1
COc1ccc2nc(NC(=O)c3cccc(-c4cc5ccccc5oc4=O)c3)sc2c1 | 11 | 1 | 93 | 15 | 1.1 | -3 | -5 | -0.5 | 4 | 18
CS(=O)(=O)N(Cc1ccccc1)c1ccc(C(=O)N2CCN(c3cccc(Cl)c3)CC2)cc1 | -4 | 13 | 93 | -5 | -0.1 | -1 | -7 | 0.9 | -11 | 19
CC1Cc2ccccc2N1C(=O)CN1CCN(Cc2ccccc2)CC1 (centres undefined) | -16 | 3 | 99 | 2 | -0.7 | -5 | -21 | 0.1 | -7 | -1
S=C1NCCOCCNC(=S)NCCOCCOCCOCCN1 | 1 | -2 | 120 | -1 | -0.4 | 4 | -7 | -0.1 | 0 | -1
Cc1noc(C)c1CSCC(=O)Nc1nc2ccc(F)cc2s1 | -4 | -8 | 97 | -1 | 0.2 | 3 | -6 | 0.4 | -1 | -1
C=CCn1c(SCC(=O)NC2CCCCC2)nnc1-c1ccc(OC)cc1 | 8 | 1 | 98 | 0 | -0.9 | 1 | -10 | 0.3 | 1 | 0
CCCC(=O)Nc1nc2nc(-c3ccccc3)cc(=O)n2[nH]1 | 18 | 3 | 95 | -1 | -2.1 | -2 | -5 | 1.0 | · | -1
CCCN1C(=O)c2cc(C(=O)NCCc3cccc(C)c3)ccc2C1O (centres undefined) | 2 | 5 | 102 | -1 | -0.4 | -1 | 5 | -0.2 | 13 | 2
C=CCNC(=O)COC(=O)c1oc2ccccc2c1CSC1CCCCC1 | -33 | -6 | 75 | -4 | -1.2 | 1 | -4 | 0.0 | -1 | 0
Cc1ccc(S(=O)(=O)CCC(=O)Nc2nc(-c3ccncc3)cs2)cc1 | 2 | 2 | 98 | -6 | 0.2 | -2 | -7 | 1.5 | 5 | -3
O=C(NCC1COc2ccccc2O1)c1ccc(NC(=O)C2CCCO2)cc1 (centres undefined) | -6 | 1 | 91 | 1 | 0.4 | -1 | -5 | 0.0 | 22 | 0
CO/N=C/c1cc([N+](=O)[O-])ccc1Sc1ccc(C)cc1 | 6 | -5 | 101 | -4 | -0.2 | -1 | -3 | -0.2 | 8 | 0
COc1ccc(NC(=O)Cc2ccccc2)cn1 | 6 | 0 | 95 | 1 | -0.9 | -1 | -3 | -0.2 | -2 | 3
Cn1cc(-c2csc(C(O)c3ccccc3)n2)cn1 (centres undefined) | 0 | 5 | 92 | 1 | -3.5 | 1 | -5 | -0.4 | -6 | -3
CN(CC(=O)NCC1CCCO1)S(=O)(=O)c1ccc(Br)cc1 (centres undefined) | 1 | 1 | 102 | 2 | -0.3 | 5 | -5 | -0.1 | -9 | -1
CC(=O)n1cc([C@@H]2C=C(C(=O)N3CCOCC3)O[C@H](OCCCCO)C2)c2ccccc21 | -2 | 9 | 99 | -1 | 0.1 | -2 | -14 | -0.2 | -3 | -3

The list continues:
SMILES | PDI turbidity | H9c2 protect | ABCB6 inh 2 | N-glyco inh | iPSC survival up | HTR2A ag | CaV13 FRET inh | aDG glyco up | Vif imaging | Exocytosis inh
O=C(NCc1ccc2c(c1)OCO2)c1cccc(F)c1 | 2 | 5 | 97 | 1 | 0.3 | 1 | -7 | 0.0 | -12 | -3
O=C(NCCCN1CCCC1=O)C(=O)NCC1OCCN1S(=O)(=O)c1cc(F)ccc1F (centres undefined) | 7 | -2 | 94 | 2 | 4.8 | 0 | -6 | -0.1 | 12 | 0
CN(CC(=O)Nc1ccc(F)c(F)c1F)C(=O)C1COc2ccccc2O1 (centres undefined) | -16 | -1 | 98 | 0 | -0.2 | 5 | -5 | -0.2 | -5 | -7
COc1ccccc1NS(=O)(=O)c1ccc2oc(SC3CCOC3=O)nc2c1 (centres undefined) | -4 | -40 | 98 | -1 | 3.1 | -2 | · | -0.1 | 0 | -2
NC(=O)[C@@H]1CCCN1C(=O)c1ccc2oc(CCc3ccccc3)nc2c1 | 10 | -2 | 100 | -1 | -0.2 | -2 | -2 | 0.0 | -6 | -2
COc1ccc(NC(=S)N(CCc2nc3cc(C)c(C)cc3[nH]2)Cc2cccnc2)cc1 | 1 | -2 | 91 | -5 | 1.9 | -8 | · | -0.1 | 3 | 3
CCCc1cc(=O)n2[nH]c(C)c(-c3ccccc3OC)c2n1 | -2 | -1 | 94 | 0 | 0.0 | 0 | -4 | 0.2 | 5 | -3
Fc1cccc(Nc2nc3ccccc3n3nnnc23)c1 | -3 | 19 | 106 | 2 | -0.5 | 3 | -5 | 0.0 | 7 | -2
COc1cc2ccccc2cc1C(=O)N1CC(C)OC(C)C1 (centres undefined) | 9 | -1 | 98 | 3 | 1.0 | -5 | -6 | -0.1 | -6 | 12
